# Screening data deposited in PubChem BioAssay by Broad Institute.
# PAX8 reporter = inhibitors of PAX8-driven TPO luciferase reporter, primary screen, RMG-I cells, single concentration | SteadyGlo, 24 h | inhibition, % at 12.6 µM | hit rate 1.2% among 360,000 | AID 652154, 2013;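 active = mean replicate inhibition at least 60% with every replicate also reaching 60%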;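 note: luciferase light reporting Pax8 driven TPO promoter activity; plate controls were median of neutral control wells for no effect and mitoxantrone controls for full effect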
# EWS-Fli inh = EWS/Fli-driven NR0B1 reporter inhibitors, primary screen, A673 cells, NR0B1 luciferase, luminescence, MLPCN library; viability-normalised; inhibition, % at 12.6 µM; hit rate 0.67% among 350,000;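 active = mean inhibition of at least 50% after viability correction, with every replicate also passing that limit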;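 note: firefly luciferase signal divided by Alamar Blue viability fluorescence both relative to DMSO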
# FN deposit inh = inhibitors of fibronectin matrix deposition, primary screen, AH1F cells, Alexa488-fibronectin fluorescence, plate reader; AH1F fibroblasts, overnight; inhibition, % at 12.6 µM; hit rate 0.086% among 350,000;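 active = mean inhibition across replicates of 30% or more, regardless of how many single replicates reach that level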;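 note: positive control wells lacked labelled fibronectin entirely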
#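 Schedule: 1 h cell adhesion before compound, then overnight fibronectin incubation; test system: AH1F fibroblast monolayer depositing Alexa488-labelled fibronectin into matrix; quantity: 10000 AH1F cells per well; probe or stimulus: fluorescent fibronectin at 24 nM final; signal: fluorescence, ex 485 nm, em 525 nm; evaluation: percent inhibition as loss of matrix-bound fibronectin fluorescence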
# Casp6 inh = human caspase-6 inhibitors, primary screen, biochemical, VEID-R110 fluorescence, single point, set 2; P55212; purified caspase-6, Z-VEID-R110 cleavage fluorescence; inhibition, % at 12.5 µM; hit rate 0.53% among 350,000; AID 686996, 2013;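 active = mean inhibition across replicates at least about 35%, with every replicate also reaching that limit, limit read from the data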;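 note: 0% = median of neutral control wells and 100% = no fluorescence left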
# Target sequence (P55212 24-179 limits assumed): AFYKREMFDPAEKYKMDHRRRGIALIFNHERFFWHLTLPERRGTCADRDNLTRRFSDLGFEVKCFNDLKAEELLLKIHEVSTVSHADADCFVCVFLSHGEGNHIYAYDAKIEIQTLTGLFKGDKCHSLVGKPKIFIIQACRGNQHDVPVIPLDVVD
# Target sequence (P55212 194-293 limits assumed): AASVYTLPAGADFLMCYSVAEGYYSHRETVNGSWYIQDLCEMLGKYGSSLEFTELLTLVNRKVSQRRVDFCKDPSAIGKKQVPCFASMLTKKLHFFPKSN
# miR-122 sensor = miR-122 Renilla sensor signal increase in Huh7, primary screen, miR-122 inhibitor project, cell-based, single point, plate reader; hit rate 0.3% among 340,000; activation (reporter increase), % at 12.5 µM; Huh7 miR-122 Renilla luciferase sensor, 48 h; neutral wells = 0, positive control = 100;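 active = mean replicate activation score at least 90 and every replicate individually at or above 90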;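 note: higher luciferase means less miR-122 activity so hits act as miR-122 inhibitors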
# Cneo AK release = Cryptococcus neoformans cell lysis inducers, primary screen, AK release luminescence, single concentration; lysis activity, % at 15 µM; C. neoformans lysis, adenylate kinase release luminescence, 4 h; normalised: neutral wells 0, clomiphene wells 100; hit rate 0.2% among 360,000;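 active = mean lysis activity across replicates of at least 80%, whatever share of replicates individually reach that level; inactive = mean lysis activity below 80%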
#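 Material: C. neoformans cells | Amount: Yeast cell density of 5 × 10^6 cells/mL | Medium: Fresh YPD growth medium | Dosing: Single dose | Times: Static 4 h at 37 °C with compound, 1 h detection | Detection: AK luminescence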
# LGR2 inh = inhibitors of bursicon-induced LGR2 CRE-luciferase signal, primary screen, cell-based, HEK293, CRE-luciferase reporter, bursicon stimulation | Drosophila bursicon receptor LGR2 (rickets) | bursicon-stimulated, 4 h | inhibition, % at 9.99 µM | hit rate 0.35% among 380,000 | AID 720647, 2013;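 active = drop in luminescence signal, shown as inhibition above about 50% in the replicate tests, limit read from the data, passing the limit was not always enough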;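 note: agonist challenge used bursicon conditioned medium at about half maximal strength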
# PGC1a acetyl inh = inhibitors of PGC1a acetylation signal, primary screen, cell-based, U2OS, AlphaScreen, inhibitor mode. hit rate 0.17% among 350,000. AID 651687, 2012. AlphaScreen anti-acetyl-lysine; with virally co-expressed GCN5 acetyltransferase. inhibition, % at 15.6 µM;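 active = every replicate shows inhibition of at least 40%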;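 note: 0% = neutral control wells and 100% = positive control wells; some results beyond the cut were filed as inactive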
# * marks the source's active call; other numbers are inactive results; . = no result given; [ ] = remark or other dose.
Structure	PAX8 reporter	EWS-Fli inh	FN deposit inh	Casp6 inh	miR-122 sensor	Cneo AK release	LGR2 inh	PGC1a acetyl inh
CC(NC(=O)CCC(=O)c1ccc(F)cc1)C1CC2CCC1C2 (configuration not stated)	-3	5	-6	-1	6	5	.	3
CC(C)c1cn(CC[C@@H]2CC[C@H](NC(=O)C3CCCC3)[C@H](CO)O2)nn1	5	-2	-14	0	0[16.7 µM]	0	-13	0
COc1ccc(CN2C(=O)C(CC(=O)NC3CC3)CC(C(=O)N(C)C)=C2C)cc1 (configuration not stated)	-18	5	8	-6	-10	-3	6	2
COc1cccc(NC(=O)Nc2nnc([C@H]3C[C@H](O)[C@@H](CO)O3)s2)c1	2	-12	-7	9	2	-2	-40	-10
CC1(c2nnc(-c3cccc(Cl)c3)o2)CC(c2c(Cl)cccc2Cl)=NO1 (configuration not stated)	-6	-2	-5	.	2	-1	25	-19
CCOc1ccc(S(=O)(=O)N2CCC(C(=O)NC3CCCC3)CC2)cc1	.	10	6	1	-9	0	-17	0
Cc1ccc(NS(=O)(=O)c2ccc(Cl)c(C(=O)Nc3cccc(C(=O)O)c3)c2)cc1	-18	-2	-2	1	-1	8	-20	-2
CC=Cc1ccc2n(c1=O)C[C@@H]1[C@@H](CO)[C@H](C(=O)NCCC)N(Cc3cocn3)[C@H]21 (mixture of isomers)	-12	-4	.	6	.	42	9	.
Cc1ccc(-c2ccc3c(c2)O[C@@H](CN(C)C(=O)Nc2ccc(F)cc2)[C@@H](C)CN([C@@H](C)CO)S3(=O)=O)cc1	.	17	7	2	42[16.7 µM]	0	11	4
CCCCOC(=O)CSC1=C(C#N)C(c2cccnc2)C(C(=O)OCC)=C(c2ccccc2)N1 (configuration not stated)	6	10	.	-4	3	.	26	2
CC(NC(=O)CCc1nnc(-c2ccc(-c3ccccc3)cc2)o1)c1nccs1 (configuration not stated)	-30	41	-4	3	.	.	19	9
CCOC(=O)CN1C(=O)C(=O)N(Cc2ccccc2F)C1=O	5	5	-3	7	-4	-1	9	.
O=C(C[C@H]1CC[C@H]2[C@@H](COC[C@H](O)CN2C(=O)C2CCOCC2)O1)NCc1ccncc1	7	-2	-8	-1	-5[16.7 µM]	0	1	-2
CCCNC(=O)Nc1ccc2c(c1)C(=O)N(C)C[C@@H](OC)[C@@H](C)CN(Cc1cncnc1)[C@H](C)CO2	.	-2	3	-2	0[16.7 µM]	1	8	11
COc1cc(/C=C2/NC(=O)N(Cc3ccccc3F)C2=O)cc(OC)c1O	4	19	13	3	.	.	9	.
Cc1nn(C)c(C)c1NC(=O)CSc1nc(-c2ccccc2F)nc2c1cnn2-c1ccccc1	15	13	-9	-5	11	.	8	-22
O=C(Nc1ccccc1)NC1(C(=O)N2CCC(O)CC2)CCCCC1	10	-3	9	-2	-2	.	-11	-6
Cc1cnc(C(=O)N(CCCn2ccnc2)C2C(=O)Nc3ccccc3N=C2c2ccccc2)cn1 (configuration not stated)	11	-1	3	-4	-2	0	-7	12
Cc1ccc(S(=O)(=O)N2CCCCC2)cc1NC(=O)Cc1c[nH]c2ccccc12	153*	19	-5	-8	.	.	43	.
Cc1ccc(O)c(NC(=O)C2CCCN2C(=O)OCc2ccccc2)c1 (configuration not stated)	-9	.	-8	1	24	-3	14	-10
Fc1ccc(-c2nnc(CSc3nnc4ccccn34)o2)cc1	-13	-49	-1	2	.	.	-33	.
CCCc1cc(=O)[nH]c(NCCc2ccccc2)n1	-19	6	-5	-2	6	2	-7	-13
CC(C)C[C@H]1CNC(=S)N1CC1CCN(CCC23CC4CC(CC(C4)C2)C3)CC1	10	12	-2	-5	-2	2	-7	10
C[C@H](O)C#Cc1cnc2c(c1)C(=O)N([C@@H](C)CO)C[C@@H](C)[C@H](CN(C)C(=O)CN(C)C)O2	.	-7	-10	-3	4[16.7 µM]	-4	-40	1
Cc1cc(OCC(O)CN2CCc3ccccc3C2)cc(C(C)C)c1 (configuration not stated)	31	9	2	-5	-3	1	0	3
Cc1cccc(NC(=S)NNC(=O)c2csc3c2CCC(C)C3)c1 (configuration not stated)	.	-53	.	0	2	5	-101	-13
CCCNC(=O)N(C)C[C@H]1Oc2ncc(-c3ccccc3)cc2C(=O)N([C@H](C)CO)C[C@@H]1C	.	-3	6	-1	5[16.7 µM]	0	10	9
CCOc1cc(/C=N/N2C(=O)NC3(CCCCC3)C2=O)cc(Br)c1O	2	-6	.	0	.	.	-5	.
CCCCNC(=O)CCCCn1c(=S)[nH]c2c([nH]c3ccc(OC)cc32)c1=O	-6	9	5	-1	.	.	-3	-27
CCCNC(=O)Nc1ccc2c(c1)C(=O)N(C)C[C@@H](OC)[C@@H](C)CN(C(=O)C1CC1)[C@@H](C)CO2	-7	0	9	3	.	6	-2	5
O=C(Cc1noc2ccccc12)NNC(=S)Nc1ccccc1	3	3	3	-2	-3	4	-21	-8
Cc1ccc2nc(C)cc(C(=O)Nc3nccs3)c2c1	11	7	-1	.	4	4	17	8
Cc1occc(=O)c1OCc1c(F)cccc1Cl	18	-1	-10	-3	.	.	4	-3
Cc1cc(NC(=O)c2cc(S(=O)(=O)N3CCCCC3)ccc2C)no1	5	1	-5	18	.	0	-7	.
Cc1ccc(N2C3=C(C(=O)CC(C)(C)C3)C(c3cn(C)nc3C)C3=C2CC(C)(C)CC3=O)cc1	11	13	-13	11	5	5	10	4
Cc1cc2oc(C(=O)NCCc3ccc(S(N)(=O)=O)cc3)c(C)c2cc1C	10	10	-7	-1	.	.	25	-2
C[C@H](CO)N1C[C@H](C)[C@H](CN(C)C(=O)Nc2ccnc(N3CCOCC3)c2)OCc2ccccc2-c2c(n(C)c3ccccc23)C1=O	-11	6	1	0	.	.	5	2
COc1ccc(CN(C)C[C@H]2Oc3ccc(NC(=O)Nc4ccc(F)cc4)cc3C(=O)N([C@@H](C)CO)C[C@H]2C)cc1	-8	6	.	-1	-2[16.7 µM]	5	-12	-3
Cc1ccc(S(=O)(=O)NCCC(=O)NNc2c(F)c(F)cc(F)c2F)cc1	-1	4	2	1	4	0	0	-7
O=c1cc(-c2ccccc2)nc2nc[nH]n12	19	.	5	.	3	0	.	.
C/C(=N\NC(N)=O)c1ccc(Cl)s1	14	5	-14	-1	-8	0	13	2
CC(C)NC(=O)c1nn2c(C(F)(F)F)cc(-c3ccco3)nc2c1Cl	-4	-4	1	0	1	0	28	11
O=C(Nc1nc2c(s1)CCCC2)C1CCCN1C(=O)c1cccs1 (configuration not stated)	-20	.	.	.	5	0	.	2
CN1[C@@H]2Cn3c(ccc(-c4cccc(F)c4)c3=O)[C@H]1[C@@H](C(=O)N1CCOCC1)[C@@H]2CO	-7	2	.	-2	0[16.7 µM]	-2	-18	0
Cc1ccc(S(=O)(=O)N2CCN(C(=O)COC(=O)COc3ccc(Br)cc3)CC2)c(C)c1	-12	3	0	0	11	4	-2	6

# Reformatted with two lines to a compound: entries from further up.
# Each structure is followed by: PAX8 reporter | EWS-Fli inh | FN deposit inh | Casp6 inh | miR-122 sensor | Cneo AK release | LGR2 inh | PGC1a acetyl inh
- Cc1occc(=O)c1OCc1c(F)cccc1Cl
    18 | -1 | -10 | -3 | . | . | 4 | -3
- Cc1cc(NC(=O)c2cc(S(=O)(=O)N3CCCCC3)ccc2C)no1
    5 | 1 | -5 | 18 | . | 0 | -7 | .
- Cc1ccc(N2C3=C(C(=O)CC(C)(C)C3)C(c3cn(C)nc3C)C3=C2CC(C)(C)CC3=O)cc1
    11 | 13 | -13 | 11 | 5 | 5 | 10 | 4
- Cc1cc2oc(C(=O)NCCc3ccc(S(N)(=O)=O)cc3)c(C)c2cc1C
    10 | 10 | -7 | -1 | . | . | 25 | -2
- C[C@H](CO)N1C[C@H](C)[C@H](CN(C)C(=O)Nc2ccnc(N3CCOCC3)c2)OCc2ccccc2-c2c(n(C)c3ccccc23)C1=O
    -11 | 6 | 1 | 0 | . | . | 5 | 2
- COc1ccc(CN(C)C[C@H]2Oc3ccc(NC(=O)Nc4ccc(F)cc4)cc3C(=O)N([C@@H](C)CO)C[C@H]2C)cc1
    -8 | 6 | . | -1 | -2[16.7 µM] | 5 | -12 | -3
- Cc1ccc(S(=O)(=O)NCCC(=O)NNc2c(F)c(F)cc(F)c2F)cc1
    -1 | 4 | 2 | 1 | 4 | 0 | 0 | -7
- O=c1cc(-c2ccccc2)nc2nc[nH]n12
    19 | . | 5 | . | 3 | 0 | . | .
- C/C(=N\NC(N)=O)c1ccc(Cl)s1
    14 | 5 | -14 | -1 | -8 | 0 | 13 | 2

# (cont.)
Structure	PAX8 reporter	EWS-Fli inh	FN deposit inh	Casp6 inh	miR-122 sensor	Cneo AK release	LGR2 inh	PGC1a acetyl inh
CN(C)S(=O)(=O)c1ccc(C(=O)OCC2COC(C)(C)O2)cc1 (configuration not stated)	13	3	-8	1	-2	.	5	-9
CCCNC(=O)N1C[C@H]2[C@@H](c3ccccc31)[C@H](CO)N2Cc1ccc(OC)cc1	8	3	.	0	35[16.7 µM]	-1	22	-13
CCC(C)NCCOCCOc1ccc(Cl)c(C)c1C (configuration not stated)	9	18	-4	-3	.	.	-4	.
Cc1noc(C)c1NC(=O)N(C)C[C@@H]1Oc2ccc(NS(=O)(=O)c3c(C)noc3C)cc2CC(=O)N([C@H](C)CO)C[C@@H]1C	-15	-14	-9	2	3[16.7 µM]	-1	8	10
CC(c1ccccc1)N1C(=O)c2ccccc2C1O (configuration not stated)	14	3	0	-1	.	-1	3	.
COC(C(=O)N/N=C/c1ccc(OCC(=O)N2CCOCC2)cc1)c1ccccc1 (configuration not stated)	8	-5	4	3	-8	-5	-8	0
Cc1ccc(S(=O)(=O)Nc2ccc3c(c2)CC(=O)N([C@H](C)CO)C[C@@H](C)[C@H](CN(C)Cc2ccc4c(c2)OCO4)O3)cc1	-2	2	.	0	7[16.7 µM]	3	12	-2
COc1cccc(CNC(=O)C2CCN(c3nn4c(=O)cc(C)nc4s3)CC2)c1	10	-5	-2	-1	-3	-4	-2	-9
c1ccc2nc3c(nc2c1)c1ccccc1n3CCN1CCOCC1	.	.	1	.	-4	.	-55	14
C[C@@H]1CN([C@@H](C)CO)C(=O)c2cc(C#CC3CC3)cnc2O[C@H]1CN(C)C(=O)Nc1ccc(F)cc1	.	-13	.	-3	4[16.7 µM]	-2	-4	10
O=C(C[C@H]1CC[C@H]2[C@@H](COC[C@H](O)CN2Cc2cccc(C(F)(F)F)c2)O1)NCCc1ccccc1	10	10	-8	1	-5[16.7 µM]	-1	0	-4
O=C(CSc1ncnc2ccccc12)NCC(=O)c1ccccc1	29	-24	.	2	.	.	9	.
